Screens as filed in PubChem BioAssay.
Epigenetic derep: derepresses silenced GFP reporter in murine cells; murine LDR cells, GFP reporter derepression, 30 h; Potency, µM (doses to about 53.9 µM), for the others: top-dose GFP activation, most hits filed as activators; 280,000 compounds, 0.2% hits; AID 1865; also: % of control where 0% means no effect; nearly all actives have a fitted effect of over 60% in size
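Derepression of a silenced CMV-GFP reporter in murine LDR cells is scored by enumerating GFP-positive cells with a laser-scanning microplate cytometer after 30 hours of treatment at 37 C.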
Tau fluor cs: counter-screen for tau fibril formation inhibitors | tau K18 P301L Alexa594 fluorescence, heparin fibrillization | Potency, µM (top dose mostly 57.7 µM), inactives show top-dose activity change, negative = decrease | 280,000 compounds, 0.93% hits | AID 1463; also: % is scaled to controls: 0 for no effect and ±100 for the full control effect; nearly all actives have a fitted effect of over 55% in size
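Human tau K18 P301L (15 uM unlabeled, 0.24 uM Alexa 594-labeled) in 100 mM sodium acetate pH 7 with 20 uM heparin, 6 hr at 37 C. ThT 30 uM added, 1 hr ambient; Alexa 594 FP and total fluorescence read at 555/632 nm.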
aGal spleen mod: alpha-galactosidase A (human) modulation; Potency, µM (highest dose often 80 µM), inactives show at the top dose activity change, negative = inhibition, actives largely listed as inhibitors; human spleen homogenate, 4MU-alpha-Gal fluorescence, 40 min; 240,000 compounds, 0.008% hits;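 also: 0% = enzyme with vehicle and -100% = no enzyme basal signal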
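Human spleen homogenate (1 ug) was the enzyme source, with 4-methylumbelliferyl-alpha-D-galactopyranoside (1 mM final) in pH 5.0 citrate buffer with 0.01% Tween-20. Compounds were titrated; after 40 min at 37C, NaOH/glycine stop, 4-MU fluorescence read; AC50 from Hill fits.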
ALDH1A1 inh: ALDH1A1 (human) enzyme inhibition; Purified ALDH1A1, NADH fluorescence, propionaldehyde substrate; Potency, µM (series often up to 75.3 µM), without a hit: top-dose activity, negative = inhibition, hits mostly inhibitors; 220,000 compounds, 7.3% hits; AID 1030; active = well fitted inhibition curve with a large enough effect, not every such curve was filed as active; inconclusive = small, poorly fitted or top-dose-only effect, or another doubt; inactive = no such curve, though single readings can be large or run the other way;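 also: plate controls were no enzyme wells and a reference inhibitor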
Target sequence (P00352 whole entry, looked up): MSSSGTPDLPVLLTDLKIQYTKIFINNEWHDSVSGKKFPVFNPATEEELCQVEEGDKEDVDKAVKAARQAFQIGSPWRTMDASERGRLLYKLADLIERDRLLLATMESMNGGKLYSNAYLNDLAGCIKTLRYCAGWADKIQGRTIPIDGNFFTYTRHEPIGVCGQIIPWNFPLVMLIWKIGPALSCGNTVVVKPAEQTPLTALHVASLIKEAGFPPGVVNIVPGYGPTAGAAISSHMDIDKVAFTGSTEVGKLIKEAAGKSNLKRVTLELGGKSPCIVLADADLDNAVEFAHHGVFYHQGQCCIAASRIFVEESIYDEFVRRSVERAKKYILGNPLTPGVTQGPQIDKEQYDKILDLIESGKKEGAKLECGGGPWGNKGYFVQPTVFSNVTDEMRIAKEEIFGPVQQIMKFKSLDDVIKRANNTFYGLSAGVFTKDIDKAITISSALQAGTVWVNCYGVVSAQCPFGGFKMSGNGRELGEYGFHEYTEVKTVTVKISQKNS
aGlu spleen mod: lysosomal alpha-glucosidase (human) modulation; P10253; human spleen homogenate, 4-MU-alpha-glucoside fluorescence; Potency, µM (top dose mostly 79.9 µM), inactives show at the top dose activity change, negative = inhibition, usual class: inhibitors; 240,000 compounds, 0.006% hits; AID 2112;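 also: 0% = enzyme with vehicle and -100% = no enzyme basal signal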
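Compounds were titrated against alpha-glucosidase in spleen homogenate at pH 5.0, with 1 mM 4-methylumbelliferyl substrate for 40 min at 37 C. Reactions were quenched with pH 10 NaOH/glycine and fluorescence measured.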
GAA inhib: alpha-glucosidase (human) inhibition; P10253; 200,000 compounds, 0.005% hits; purified human GAA, 4-MU-alpha-glucoside fluorescence; Potency, µM (doses to about 76.9 µM), without a hit: top-dose activity change, negative = inhibition, most hits filed as inhibitors;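 also: plate controls were uninhibited enzyme wells for no effect and no-enzyme background for full effect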
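Activity normalized between no-enzyme (basal) and enzyme-only wells. Conditions: 4 nM human enzyme, 400 uM fluorogenic substrate, citrate/phosphate pH 5.0 with Tween-20, 20 min room temperature, compounds up to 77 uM.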
NPSR antagonist: neuropeptide S receptor (human) antagonism, cAMP; Q6W5P4; CHO-NPSR cells, cAMP TR-FRET, antagonist mode; Potency, µM (titrated, usually from 38.3 µM), for inactives: top-dose activity change, negative = inhibition, most hits filed as inhibitors; 220,000 compounds, 1% hits; AID 1461; also: % is scaled to controls: 0 for no effect and ±100 for the full control effect; nearly all actives have a fitted effect of over 50% in size; many of its hits are not listed in these tables
Target sequence (Q6W5P4 whole entry, looked up): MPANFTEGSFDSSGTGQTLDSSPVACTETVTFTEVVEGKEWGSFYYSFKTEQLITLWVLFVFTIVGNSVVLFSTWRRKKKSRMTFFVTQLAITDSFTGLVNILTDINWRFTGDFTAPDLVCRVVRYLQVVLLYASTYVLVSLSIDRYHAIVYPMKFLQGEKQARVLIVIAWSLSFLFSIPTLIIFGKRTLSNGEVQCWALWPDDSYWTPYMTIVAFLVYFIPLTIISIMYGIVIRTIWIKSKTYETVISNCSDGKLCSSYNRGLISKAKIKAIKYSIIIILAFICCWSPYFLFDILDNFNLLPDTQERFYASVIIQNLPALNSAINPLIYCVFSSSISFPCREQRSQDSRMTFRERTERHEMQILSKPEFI
GAA glycogen mod: alters human alpha-glucosidase cleavage of glycogen; P10253; recombinant GAA, glycogen substrate, Amplex Red glucose oxidase fluorescence; Potency, µM (doses to about 76.4 µM), for inactives: at the top dose activity change, negative = inhibition, actives largely listed as inhibitors; 300,000 compounds, 0.38% hits;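 also: 0% = full enzyme reaction and -100% = no-enzyme basal signal; the screen sought inhibitors and activators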
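Recombinant human enzyme (4 nM); glycogen substrate; 37 C, 40 min, pH 5.0. Readout: coupled glucose oxidase/Amplex Red fluorescence.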
An asterisk follows results filed as active; i = inactive; ? = inconclusive; . = not tested or not shown; [ ] = another dose, or the depositor's remark. Unless noted, calls follow the shape of the dose curve; as a rule, active = well fitted curve in the direction sought with a large enough effect; inconclusive = small, poorly fitted or top-dose-only effect, or another doubt; inactive = no such curve, though single readings can be large; an effect the other way counts as inactive or inconclusive. Potency is read from the fitted curve at half-maximal effect. This is a subset (hit frequency here may not be typical).

SMILES	Epigenetic derep	Tau fluor cs	aGal spleen mod	ALDH1A1 inh	aGlu spleen mod	GAA inhib	NPSR antagonist	GAA glycogen mod
CN(C)c1nccc(Nc2ccccc2)c1C#N	-10%	-6%	-3%	0%	-1%	-6%	-5%[46.1 µM]	-2%
Cc1ccc(O)c(C(=O)c2cnn(-c3ccccc3)c2)c1	1.9%	?	1%	-5%	-4%	-4%	-22%[46.1 µM]	-2%
Cc1ccc2c(c1)N(Cc1ccccn1)C(=O)C(C)O2 (stereo unspecified)	-7.2%	5%	-3%	-4%	0%	2%	-14%[46.1 µM]	15%
COCCN(Cc1cc2cc3c(cc2nc1Cl)OCO3)C(=O)Nc1ccccc1OC	3.6%	-12%	0%	26%	-5%	-1%	?	16%
COc1ccccc1C(=O)N=C1NC(=O)CC2C(=O)NCCN12 (stereo unspecified)	1.9%	-15%	-6%	1%	2%	2%[15.4 µM]	24%	0%
Cc1cccc(OCCCCCNCCO)c1	-2.9%	5%	-2%	3%	2%	-1%	3%[46.1 µM]	13%
COC(=O)c1c(N2C(=O)CC(Sc3ncccc3C(=O)O)C2=O)sc(C)c1C (stereo unspecified)	-1.0%	?	-9%	.	7%	.	-1%	?
Cc1cccc2c1N(C)C(=O)C2=O	0.0%	-4%	-3%	1.8µM*	3%	8%	25%	4%
COC/C=C/C1=CC2=CC(=O)C(C)(OC(=O)c3cnc4ccccc4n3)C(=O)C2=CN1CCCOC(C)C (stereo unspecified)	1.2%	-18%[11.6 µM]	10%[17.5 µM]	0%[13.5 µM]	2%[17.4 µM]	.	-20%	-3%
COc1ccc([N+](=O)[O-])cc1NC(=O)C1CCCCC1C(=O)O (stereo unspecified)	-11%	4%	-12%	-9%	-8%	-3%	7%	9%
CN1/C(=C\C=C(/C#N)C(=O)Nc2ccccc2F)C(C)(C)c2ccccc21	?	7%	4%	-5%	-2%	4%	8%	15%
COC(=O)c1sccc1NC(=S)N1CCN(c2ccccc2)CC1	0.9%	?	-10%	5%	-7%	-2%	-6%	3%
CCC1(C)Cc2sc3c(=O)[nH]c(=S)[nH]c3c2CO1 (stereo unspecified)	5.7%	-12%	-7%	?	2%	-9%	-13%	?
N#Cc1c(N)nc(SCC(=O)NCCc2ccccc2)c(C#N)c1-c1cccs1	2.2%	11%	19%	?	1%	?	?	2%
CCOc1ccc(Cl)cc1/C=N/O	-2.1%	0%	0%	7%	2%	-4%	7%[46.1 µM]	6%
O=C(N/N=C/c1ccc(-c2cccc(C(F)(F)F)c2)o1)c1ccccc1O	1.0%	-20%	0%	5%	0%	-6%	-11%	-9%
O=C(COc1cccnc1[N+](=O)[O-])NCc1ccc2c(c1)OCO2	-4.3%	-24%	-5%	.	0%	.	7%	9%
CC(=O)N(/N=C1\Sc2ccccc2C1=O)c1ccc(C)cc1C	2.4%	-21%	-12%	13%	-11%	1%	-14%[46.1 µM]	0%
CC1=C(C)CC2(SC1)C(=O)N(c1ccccc1)N=C2N (stereo unspecified)	1.1%	-8%	9%	-6%	1%	-5%	-2%	-1%
CCN(CC)S(=O)(=O)c1ccc(N2CCCC2)c(NC(=O)Cc2ccc(OC)cc2)c1	0.0%	-13%	2%	1.1µM*	-1%	-4%	-38%	-2%
COC(=O)C1CCN(CCCOc2ccc(CN3CCN(c4ccc([N+](=O)[O-])cc4)CC3)cc2)CC1	-6.1%	-12%	-2%	-10%	-5%	-12%	-4%	15%
O=C1CC(c2ccc3c(c2)OCO3)c2cc(O)ccc2O1 (stereo unspecified)	-0.6%	-17%[81.3 µM]	8%[119 µM]	?	-4%[119 µM]	.	.	.
CC(=O)N(/N=C1\Sc2ccccc2C1=O)c1cccc(C)c1	0.1%	3%	-8%	?	-1%	-6%	-17%[46.1 µM]	-4%
NC(=O)CS(=O)(=O)c1nc2ccccc2n1Cc1ccccn1	-1.3%	0%	-2%	-2%	-4%	-1%	15%	-18%
O=C(COC(=O)c1cccc([N+](=O)[O-])c1)NCC1CCCO1 (stereo unspecified)	1.3%	4%	-4%	?	4%	1%	18%	8%
C=CCn1c(CSc2nc3ccccc3s2)nnc1SCC(=O)OCC	-4.5%	1%	4%	-8%	-8%	6%	-16%[46.1 µM]	-1%
Cn1c(CCC(=O)OCC(=O)Nc2ccc(Oc3ccccc3)cc2)nc(=O)c2ccccc21	-1.0%	-23%	0%	-7%	3%	-4%	13%	-10%
O=C(CN1C(=O)NC(Cc2ccccc2)C1=O)Nc1ccccc1 (stereo unspecified)	-0.8%	1%	3%	2%	1%	2%	-5%[46.1 µM]	4%
Cc1nn(-c2ccccc2)c(N)c1Sc1ccc([N+](=O)[O-])cc1	1.1%	-1%	5%	1.4µM*	-5%	-1%	-16%[46.1 µM]	-7%
CS(=O)(=O)N1CCN(CC(=O)NC2CCCCC2)CC1	1.1%	-10%	2%	7%	3%	7%	-34%	-9%
CN1C(=O)N(C)c2ccc(C=O)c3cccc1c23	-0.6%	-3%	-3%	i	0%	6%	5%	25%
Cc1ccc(C(=O)c2ccc([N+](=O)[O-])cc2)cc1	-5.7%	-12%	4%	-7%	-4%	-11%	-1%[46.1 µM]	-12%
Cc1ccccc1/C=N/NC(=O)Cn1nnc(N)n1	-0.8%	5%	-27%	7%	5%	-2%	7%	-3%
CC(=O)Nc1ccc(S(=O)(=O)N2CCSC2c2ccccc2Cl)cc1 (stereo unspecified)	-0.9%	?	-12%	-10%	-4%	-5%	?	0%
O=C(NCc1cccnc1)c1cccc(Cl)c1	-1.0%	-5%	15%	1%	14%	-1%	2%[46.1 µM]	8%
O=S1(=O)N=C(N2CCN(c3ccc(F)cc3)CC2)c2ccccc21	5.8%	-10%	-6%	-17%	-3%	2%	-15%[46.1 µM]	-2%
COC(=O)CNC(=O)CSc1nnc(-c2ccc(OC)cc2)n1CC(C)C	-0.2%	-8%	6%	4%	-8%	3%	-4%[46.1 µM]	-7%
O=[N+]([O-])c1cc(Br)c(OCc2nnc(-c3ccccc3)o2)c(Br)c1	10%	-18%	7%	-8%	4%	-7%	-42%	11%
Cc1ccc(C)c(SCc2nc3sc(C(=O)O)c(C)c3c(=O)[nH]2)c1	-1.0%	?	14%	.	8%	.	-11%	3%
CC(C(=O)NCC1CCCCC1)N(C)Cc1ccc(Cl)cc1 (stereo unspecified)	3.2%	-6%	-4%	-4%	-1%	-9%	-21%	-3%
CC1CCC(Nc2nnnn2-c2ccccc2)CC1 (stereo unspecified)	1.2%	-4%	-13%	6%	-2%	-2%	-9%[46.1 µM]	0%
COc1cccc(C(=O)O/N=C(\N)c2ccc([N+](=O)[O-])cc2)c1OC	0.0%	-18%	-1%	3%	-1%	-2%	-16%[46.1 µM]	5%
O=C(N=C1c2ccccc2CN1c1cccc(Cl)c1)c1cccnc1	-1.1%	-13%	-2%	2%	-9%	2%	6%	20%
O=C(OCc1cnc(Cl)s1)c1cccc(Cl)c1Cl	0.0%	-4%	5%	2%	-18%	-1%	5%[46.1 µM]	1%
Cc1ccc(C2NC(=O)CCC2[N+](=O)[O-])cc1 (stereo unspecified)	-5.4%	-11%	-5%	?	0%	10%	8%	-5%

Of the compounds above, 3 contain a COOH group.
SMILES	Epigenetic derep	Tau fluor cs	aGal spleen mod	ALDH1A1 inh	aGlu spleen mod	GAA inhib	NPSR antagonist	GAA glycogen mod
COC(=O)c1c(N2C(=O)CC(Sc3ncccc3C(=O)O)C2=O)sc(C)c1C (stereo unspecified)	-1.0%	?	-9%	.	7%	.	-1%	?
COc1ccc([N+](=O)[O-])cc1NC(=O)C1CCCCC1C(=O)O (stereo unspecified)	-11%	4%	-12%	-9%	-8%	-3%	7%	9%
Cc1ccc(C)c(SCc2nc3sc(C(=O)O)c(C)c3c(=O)[nH]2)c1	-1.0%	?	14%	.	8%	.	-11%	3%

Going on with the list:
SMILES	Epigenetic derep	Tau fluor cs	aGal spleen mod	ALDH1A1 inh	aGlu spleen mod	GAA inhib	NPSR antagonist	GAA glycogen mod
CCN=c1sc(C(=O)NCCc2ccccc2)cc(=O)n1CC	?	-10%	6%	6.3µM*	-2%	0%	6%[46.1 µM]	2%
Cc1ccc(-n2nnnc2SCC(=O)c2ccc3c(c2)NC(=O)CO3)c(C)c1	-3.6%	?	7%	?	2%	2%	-22%[46.1 µM]	4%
CN(c1ccccc1)S(=O)(=O)c1cccc(NC(=O)Nc2ccc(Cl)cc2C#N)c1	-2.2%	?	9%	?	7%	1%	-12%	-4%
CCN(CC)S(=O)(=O)c1ccc(C)c(NC(=O)CN2CCN(C)CC2)c1	4.3%	-7%	-14%	?	-3%	2%	-23%	3%
NC1=NC(=O)CC(C(=O)NCCc2ccccc2)S1 (stereo unspecified)	0.0%	-8%	8%	13µM*	3%	-5%	3%[46.1 µM]	-9%
COc1ccc(Nc2nc(C(=O)NCc3ccco3)cs2)cc1	0.0%	?	2%	.	7%	.	-16%	-25%
Cc1ccc(S(C)(=O)=NC(=O)NC(=O)c2c(F)cccc2Cl)cc1 (stereo unspecified)	4.1%	2%	-1%	.	-7%	.	2%[7.67 µM]	2%
Cc1onc(-c2ccccc2)c1C(=O)Nc1sc2c(c1C#N)CCC(C)C2 (stereo unspecified)	0.0%	-16%	9%	?	2%	-9%	-26%[46.1 µM]	-4%
O=C(CNC(=O)c1ccccc1F)N/N=C/c1cc(Br)ccc1OCc1ccccc1	-1.0%	-6%	3%	3%	-16%	-8%	-10%	-12%
O=C(Nc1cc(C(=O)N2CCCC2)ccc1N1CCCC1)c1ccccc1	-0.3%	3%	11%	?	-1%	-12%	-19%[46.1 µM]	-3%
O=C(NC1CCCc2ccccc21)c1cccc(S(=O)(=O)N2CCN(c3ccccc3)CC2)c1 (stereo unspecified)	1.4%	-22%	0%	-9%	-4%	-8%	-17%[46.1 µM]	-4%
OC(COCc1ccccc1)CN1CCCC1 (stereo unspecified)	0.7%	0%	-8%	6%	-4%	-19%	6%[46.1 µM]	0%

One compound at a time, from the list above. Order of values: Epigenetic derep, Tau fluor cs, aGal spleen mod, ALDH1A1 inh, aGlu spleen mod, GAA inhib, NPSR antagonist, GAA glycogen mod
`CN(c1ccccc1)S(=O)(=O)c1cccc(NC(=O)Nc2ccc(Cl)cc2C#N)c1` reads -2.2%, ?, 9%, ?, 7%, 1%, -12%, -4%
`CCN(CC)S(=O)(=O)c1ccc(C)c(NC(=O)CN2CCN(C)CC2)c1` reads 4.3%, -7%, -14%, ?, -3%, 2%, -23%, 3%
`O=C(Nc1cc(C(=O)N2CCCC2)ccc1N1CCCC1)c1ccccc1` reads -0.3%, 3%, 11%, ?, -1%, -12%, -19%[46.1 µM], -3%
